# MITF primary: MITF inhibitors, primary screen, biochemical, AlphaScreen, human; Microphthalmia-associated transcription factor (Homo sapiens), O75030; AlphaScreen MITF homodimerization, bead proximity signal; inhibition, % at 2.6 µM; 0.91% of 650,000 active; in the data active = inhibition above about 50%;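 also: 0% = vehicle wells with protein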
# Target sequence (O75030 whole entry, looked up): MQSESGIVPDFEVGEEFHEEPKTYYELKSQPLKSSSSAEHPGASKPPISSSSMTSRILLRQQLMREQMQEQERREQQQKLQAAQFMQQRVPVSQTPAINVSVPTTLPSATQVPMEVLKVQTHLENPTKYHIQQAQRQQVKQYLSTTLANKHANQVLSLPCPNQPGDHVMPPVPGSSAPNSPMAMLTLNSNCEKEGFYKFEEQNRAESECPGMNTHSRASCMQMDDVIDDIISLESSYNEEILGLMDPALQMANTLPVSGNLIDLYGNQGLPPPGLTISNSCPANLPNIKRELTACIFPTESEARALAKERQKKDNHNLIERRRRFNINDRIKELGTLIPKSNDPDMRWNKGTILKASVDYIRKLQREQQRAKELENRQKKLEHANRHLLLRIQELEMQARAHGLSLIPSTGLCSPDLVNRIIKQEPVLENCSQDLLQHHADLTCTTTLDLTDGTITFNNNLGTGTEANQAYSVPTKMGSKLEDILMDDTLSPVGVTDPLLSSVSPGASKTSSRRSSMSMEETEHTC
# FBW7 activator: FBW7 E3 ligase activators, primary screen, biochemical, AlphaScreen, human; F-box/WD repeat-containing protein 7 (Homo sapiens), Q969H0; AlphaScreen FBW7–phospho-cyclin E peptide binding, activator screen; normalized activity (activation), % at 26.1 µM; 0.13% of 650,000 active; AID 1259310, 2017; in the data active = normalized activity above about 1.9%;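 also: purified mutant Fbw7 with reduced substrate affinity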
# GPR151 activ: activators of human GPR151, primary screen, cell-based, PathHunter beta-arrestin, luminescence | G-protein coupled receptor 151 (Homo sapiens), Q8TDV0 | PathHunter beta-arrestin GPR151 cells | activation, % at 11.2 µM | 1% of 650,000 active; in the data active = activation above about 4.9%;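 also: 0% = median of compound wells and 100% = cells with positive control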
# Target sequence (Q8TDV0 whole entry, looked up): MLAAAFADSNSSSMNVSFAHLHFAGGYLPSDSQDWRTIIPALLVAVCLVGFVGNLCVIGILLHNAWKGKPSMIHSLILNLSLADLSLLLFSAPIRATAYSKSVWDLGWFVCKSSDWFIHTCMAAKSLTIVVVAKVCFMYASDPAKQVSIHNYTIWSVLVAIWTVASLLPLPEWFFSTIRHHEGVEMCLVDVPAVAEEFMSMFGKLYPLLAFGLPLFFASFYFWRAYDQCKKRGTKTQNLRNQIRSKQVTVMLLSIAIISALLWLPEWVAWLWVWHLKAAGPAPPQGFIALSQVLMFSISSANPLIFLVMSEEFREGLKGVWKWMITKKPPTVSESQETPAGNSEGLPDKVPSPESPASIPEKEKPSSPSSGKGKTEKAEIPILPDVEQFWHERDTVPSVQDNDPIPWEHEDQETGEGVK
# TEAD-YAP inh: TEAD-YAP interaction inhibition, primary screen, TEAD-YAP interaction inhibitor project, luminescence, HEK-TIYL cells; inhibition, % at 9.12 µM; 1.4% of 640,000 active; TEAD-Gal4/YAP UAS-luciferase luminescence; in the data active = inhibition above about 32%;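 also: 0% = median of test compound wells and 100% = reference inhibitor wells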
# * marks the source's active call; other numbers are inactive results.
SMILES,MITF primary,FBW7 activator,GPR151 activ,TEAD-YAP inh
CCOC(=O)C1=C(C)N=c2s/c(=C\c3cc(Br)c(N(CC)CC)cc3OC)c(=O)n2C1c1ccc2c(c1)OCO2 (centres undefined),5.9,0.0,-1.0,-2.3
Cc1ccc(S(=O)(=O)N2CCN(CN3C(=O)NC4(CCC(C)CC4)C3=O)CC2)cc1 (centres undefined),3.9,0.1,0.4,2.3
O=C(Nc1cn(-c2ccncc2)ccc1=O)C1COc2ccccc2O1 (centres undefined),-4.3,-0.2,-0.1,-26.1
COc1ccc2[nH]c(C)c(CN(C)C3CCN(C)CC3)c(=O)c2c1,17.2,0.0,-1.2,4.7
CCN(CCCNC(=O)C1c2ccccc2C(=O)N(C2CCCCC2)C1c1ccc(OC)cc1)c1ccccc1 (centres undefined),12.8,0.5,1.6,-3.2
CN1C(=O)C(c2nnc(Nc3cccc4ccccc34)s2)C2CC1(C)Oc1ccccc12 (centres undefined),-7.6,-0.2,-0.3,-7.6
CC1CC(NC(=O)c2cccc(C(=O)NC3CC(C)CC(C)(C)C3)c2)CC(C)(C)C1 (centres undefined),4.1,0.0,0.8,4.1
Cc1ccc(C(c2sc3nc(-c4ccco4)nn3c2O)N2CCCC2)cc1 (centres undefined),-2.2,0.0,1.2,11.3
CSc1nc2ccc(NC(=O)CSc3nc4ccccc4[nH]3)cc2s1,1.7,-0.3,-1.3,-2.8
COc1ccc(/C=N/NC(=O)CN(C)S(=O)(=O)c2ccc(NC(C)=O)cc2)cc1,12.8,0.3,-0.6,-7.7
O=C(Cn1cccc1C1=NC(c2ccccc2)CO1)N1CCCCCC1 (centres undefined),2.5,0.0,-0.4,6.3
CCOc1cc(C2/C(=C(/O)c3ccccc3)C(=O)C(=O)N2CCO)ccc1O (centres undefined),0.9,-0.1,-0.2,7.6
CCOC(=O)C1=C(C)N=c2s/c(=C\c3ccc(OCc4ccccc4)c(OC)c3)c(=O)n2C1c1ccc(Cl)cc1 (centres undefined),-6.3,-0.1,2.0,2.4
CC(C)(C)c1ccc(C2=N/C(=C\c3cccc(F)c3)C(=O)O2)cc1,17.6,0.0,-0.5,3.7
O=C(c1ccc(Cl)s1)N1CCC(COCc2ccccc2)CC1,-1.8,0.1,2.4,3.5
COc1ccc(-c2c3c4n(c(COc5ccccc5)nn4c2C(C)=O)CCCC3)cc1OC,0.8,-0.1,0.1,10.2
CC1(C(=O)NCCCN2CCOCC2)Oc2ccccc2NC1=O (centres undefined),-2.2,-0.1,1.0,-1.7
O=C(CCn1cnnn1)NC1(c2ccccc2F)CCCC1,-1.6,-0.2,0.9,-4.8
COc1ccc(CC2=NOC(CNC(=O)c3ccc(C#CC(C)(C)O)cc3)C2)cc1 (centres undefined),-11.4,0.1,-2.1,2.2
CCCNC(=O)c1ccnc(-c2ccc3c(ccn3C)c2)c1,8.5,-0.1,0.7,7.1
O=C(CSc1nc2ccc(Br)cc2[nH]1)NCc1ccco1,18.4,0.3,-0.7,5.3
Cc1ccccc1NC(=O)c1c(NC(=O)c2ccncc2)sc2c1CCC(C(C)(C)C)C2 (centres undefined),19.1,0.1,0.8,1.4
CCOC(=O)c1ccc2nc(NC(=O)C3CCCCC3)sc2c1,3.1,0.0,1.5,-40.1
Cc1cc(OCC(=O)Nc2ccc3c(c2)OCO3)ccc1Br,-18.2,-0.1,2.4,-9.7
COc1ccccc1CN1C[C@@H]2C[C@@H](c3cccc(C)n3)N3CCC[C@@]23C1=O,7.6,-0.1,0.9,17.1
Cc1c(Br)cc(NCC(=O)N/N=C\c2ccncc2)cc1Br,7.9,-0.5,0.4,-13.7
CC(Nc1cc(N2CCN(C(=O)c3ccco3)CC2)ccc1[N+](=O)[O-])C12CC3CC(CC(C3)C1)C2 (centres undefined),-13.6,-0.1,1.1,43.2*
Cc1ccc(S(=O)(=O)c2cnc3ccc(C)cc3c2N2CCC(C(N)=O)CC2)cc1,5.7,0.0,-0.1,0.9
C=CCN(CC(=O)Nc1ccc(C(N)=O)cc1)S(=O)(=O)c1cccc(C(F)(F)F)c1,2.6,-0.2,-0.6,-10.6
O=[N+]([O-])c1cccc2c(N3CCCC3)ccnc12,-22.5,0.0,-1.3,8.5
CCOC(=O)CCn1cc(F)c(=O)[nH]c1=O,19.9,-0.1,-0.1,-3.1
CCN(CC)S(=O)(=O)c1ccc(C(=O)Nc2c3c(nn2-c2ccc(Cl)cc2)CS(=O)(=O)C3)cc1,-0.9,-0.1,-0.4,-0.2
CN(C)CCNc1ncnc(N)c1[N+](=O)[O-],13.5,-0.1,1.2,13.6
CCCCOc1ccc(NC(=O)CSc2nc3ccc(NC(=O)c4ccc(Cl)cc4)cc3s2)cc1,2.4,-0.2,-0.6,-9.5
Cc1ccc(C(=O)Nc2ccccc2C(N)=O)cc1Br,-4.5,0.0,1.3,-79.7
Cc1ccc(N(C(=O)c2csnn2)C(C(=O)NC(C)(C)C)c2cccnc2)cc1C (centres undefined),-3.2,-0.1,-0.7,5.8
CCS(=O)(=O)N1CCC(C(=O)NCCCN2CCCCC2C)CC1 (centres undefined),-0.2,-0.1,0.1,1.0
CCOC(CNC(=O)CCc1c(C)nc2ncnn2c1C)OCC,8.1,0.7,-0.5,-0.5
Cc1cc(NCc2ccc(F)cc2Cl)n2nc(C)nc2n1,-6.7,-0.1,-0.1,6.1
COC(=O)c1ccccc1NC(=O)CNC(=O)c1cn(C)nc1OC,9.5,0.3,0.4,9.1
O=C(CN1C(=O)NC2NC(=O)NC21)N/N=C/c1ccccc1O (centres undefined),-11.0,-0.2,1.9,-3.3
CCc1nnc2n1N(C(C)=O)C(c1ccc(Cl)cc1)=C(C(C)=O)S2,1.8,-0.1,0.3,18.7
COCCCNC(=O)/C(C#N)=C/c1ccc(-c2ccc(Cl)c(C(=O)O)c2)o1,58.3*,-0.1,0.5,0.9
CCc1ccc(CN(C)C(=O)CC2C(=O)NCCN2Cc2cccc(F)c2F)cc1 (centres undefined),-6.6,0.0,1.5,-12.3
O=C(O)C1CSC2(CCCCC2)N1 (centres undefined),12.5,0.7,-1.5,-3.3
COc1ccc(-n2cc(-c3ccccc3)c3c(NCCCN4CCOCC4)ncnc32)cc1,4.9,-0.2,-0.3,9.7
COc1cc(NC(=O)COC(C)=O)cc(OC)c1,19.4,0.6,-1.0,13.7
COCCn1c(SCC(=O)Nc2ccccc2C)nnc1-c1cccs1,24.1,0.6,-0.4,11.2
CCSc1nnc(C2CCN(CC(=O)N3CCOCC3)CC2)n1C,10.2,0.2,0.8,4.0
COc1ccccc1C1CC(c2ccc(Br)cc2)=NN1c1nc(-c2ccccc2)c2cc(Cl)ccc2n1 (centres undefined),13.6,0.1,-1.4,-1.1
CNC(=S)NNc1ncc(C(F)(F)F)cc1Cl,7.5,0.7,-0.2,4.6
N#Cc1ccc(NC(=O)COC(=O)CSc2nnc(-c3ccc(Cl)cc3)o2)cc1,2.1,-0.1,0.9,4.7
COc1ccc2c(c1)CC(c1nc(Nc3ccc(C(N)=O)cc3)c3ccccc3n1)CO2 (centres undefined),13.4,0.1,2.2,-3.9
Cc1ccccc1NC(=O)CNCc1ccco1,9.9,0.0,0.9,1.9
COc1ccccc1-c1nnc(NC(=O)c2ccc(Br)s2)o1,4.9,0.0,-1.0,2.7
COc1ccc(/C(N)=N/OC(=O)c2ccc(OC)c([N+](=O)[O-])c2)cc1OC,4.2,0.6,-0.2,-9.9
CC(C)n1cnc2c(N)nc(Nc3nccc4ccccc34)nc21,-9.9,0.0,-2.4,-1.0
O=C(/C=C/c1ccccc1)NNC(=O)c1ccccc1[N+](=O)[O-],9.0,0.3,-1.3,-22.4
O=C1CC(C(=O)N2CCc3c(nc(N4CCOCC4)[nH]c3=O)C2)CN1Cc1ccccc1 (centres undefined),-10.1,0.0,-0.8,-8.2
NNC(=Nc1ccccc1Cl)c1nc2ccccc2s1,-2.8,-0.1,-2.7,-8.6

# Next section
SMILES,MITF primary,FBW7 activator,GPR151 activ,TEAD-YAP inh
Cc1cccc2c(C3=NC(=S)NC3=O)c(O)n(C)c12,18.5,0.7,1.7,7.9
O=C(Cn1c(=O)n(Cc2ccc3c(c2)OCO3)c(=O)c2cccnc21)Nc1ccccc1,7.8,0.3,-0.7,10.3
O=C(Nc1ccc(Oc2ccc3ccccc3c2Cl)c(Cl)c1)c1cc2cc(Br)ccc2oc1=O,14.2,0.9,-0.7,8.0
COc1ccc(-c2noc(CN(C(=O)c3cccc(Cl)c3)C(C)C)n2)cc1,3.4,0.3,-1.0,0.5
COc1ccc(/C=C/CN2CCc3nnc(CCNC(=O)C4CCC4)n3CC2)cc1,-3.9,0.0,-0.7,-0.1
COCCCNC(=O)NC(C)c1c(-n2cccc2)sc2c1CCCC2 (centres undefined),6.8,-0.2,4.8,-1.6
CC(C)[C@H](NC(=O)c1ccc(Br)cc1)C(=O)NCc1ccc(F)cc1,-8.6,0.0,-0.2,3.4
Cc1nc(N2C(=O)C(O)=C(C(=O)c3cccs3)C2c2cccc([N+](=O)[O-])c2)sc1C (centres undefined),-5.2,-0.1,2.9,-12.4
COc1ccc2c(c1)c(C(C)=O)c(C)n2C,1.8,0.0,-0.1,-7.5
O=C(CN1CC(=O)N2CCCC2C1=O)NCCc1ccccc1 (centres undefined),-4.1,-0.2,-1.9,1.4
O=C(CCS(=O)(=O)c1ccc(F)cc1)Nc1ccc(-c2nc3ccccc3o2)cc1,-11.4,0.2,1.1,-37.7
O=C1/C(=C/c2ccc(-c3ccc(Br)cc3)o2)C=C(c2ccccc2)N1c1ccc2ncccc2c1,5.7,-0.1,0.2,-30.9
CC(C)=C1C2C=CC1C1C(=O)N(CCO)C(=O)C21 (centres undefined),10.4,0.1,1.8,1.2
Cc1ccc(-c2csc(NNC(=O)c3ccccc3)n2)cc1,4.6,-0.1,0.6,-3.2
c1ccc(COc2ccc(OCCCn3cncn3)cc2)cc1,-8.7,-0.3,-2.5,28.1
CC(C)c1cc(C(=O)Nc2ccc(F)c(Cl)c2)no1,-11.1,0.0,-1.6,-71.4
COc1ccc(/C=C(\C#N)C(=O)Nc2cccc(C(F)(F)F)c2)cc1,7.6,-0.1,1.1,-16.4
C=CCN1C(=O)C2C(C(=O)NC)C3(C)C=CC2(O3)C1C(=O)NCc1ccc(F)cc1 (centres undefined),0.1,0.0,0.1,-5.1
Cc1cccc2cc3c(nc12)-c1ccccc1C3=O,-5.5,0.0,0.6,-33.4
COc1ccc(CCNC(=O)c2cccc(Nc3cccnc3)c2)cc1,-2.8,-0.1,0.2,-2.5
COc1ccc(NC(=O)CCS(=O)(=O)c2cc3[nH]c(=O)c(=O)[nH]c3cc2C)cc1,12.1,-0.1,1.2,-3.2
CCOC(=O)/C=C/COc1cc2c(C(=O)OCC)c(C)oc2cc1Br,18.7,0.2,-1.1,5.6
COc1ccc2c(c1)OC(C)CN(Cc1cccc(C)n1)C2 (centres undefined),6.2,0.0,0.4,5.3
Cc1cc(C)nc(NC(=S)Nc2ccc([N+](=O)[O-])cc2)c1,-8.0,-0.1,4.4,-10.7

# An excerpt from above, limited to TEAD-YAP inh:
Compound	TEAD-YAP inh
COc1ccc(/C=C(\C#N)C(=O)Nc2cccc(C(F)(F)F)c2)cc1	-16.4
C=CCN1C(=O)C2C(C(=O)NC)C3(C)C=CC2(O3)C1C(=O)NCc1ccc(F)cc1 (centres undefined)	-5.1
Cc1cccc2cc3c(nc12)-c1ccccc1C3=O	-33.4
COc1ccc(CCNC(=O)c2cccc(Nc3cccnc3)c2)cc1	-2.5
COc1ccc(NC(=O)CCS(=O)(=O)c2cc3[nH]c(=O)c(=O)[nH]c3cc2C)cc1	-3.2
CCOC(=O)/C=C/COc1cc2c(C(=O)OCC)c(C)oc2cc1Br	5.6

# The main list resumes, starting two compounds before the break.
SMILES,MITF primary,FBW7 activator,GPR151 activ,TEAD-YAP inh
COc1ccc2c(c1)OC(C)CN(Cc1cccc(C)n1)C2 (centres undefined),6.2,0.0,0.4,5.3
Cc1cc(C)nc(NC(=S)Nc2ccc([N+](=O)[O-])cc2)c1,-8.0,-0.1,4.4,-10.7
Cc1cccc(C(=O)N2CCC(n3nccc3NC(=O)Nc3cccc(F)c3)CC2)c1,5.9,1.0,1.1,-19.5
COC(=O)CN1C(=S)N(C)C(=O)/C1=C/c1ccc(O)c(Cl)c1,11.6,-0.3,0.0,-5.3
COc1ccc(CCNc2nc(N3CCN(c4ccccn4)CC3)ncc2C)cc1,2.0,-0.1,1.7,5.7
CCOC(=O)c1c(CC(C)C)csc1N,-10.8,0.1,-0.3,-3.7
O=[N+]([O-])c1cc(C(F)(F)F)cc([N+](=O)[O-])c1NCc1cccnc1,-2.1,0.0,0.7,-6.7
CC(C)CC1NC(=O)N(CC(=O)Nc2ccc(F)cc2)C1=O (centres undefined),-3.9,-0.1,0.8,-10.4
COc1ccc(NC(=O)C2CC=CCC2C(=O)N2CCCCC2)cc1 (centres undefined),19.3,0.0,0.4,1.9
Cc1ccnc(NC(=O)c2nn3c(C(F)(F)F)cc(-c4ccco4)nc3c2Br)c1,-6.2,0.2,-0.3,2.8
CCOc1ccc(NC(=O)C(C)N(c2ccc(OCC)cc2)S(C)(=O)=O)cc1 (centres undefined),6.9,0.1,0.6,-6.8
Cc1ccc(F)cc1NC(=O)NC1CCCCC1,-12.8,-0.1,2.8,-6.4
Cc1ccc(S(=O)(=O)NC(=O)Nc2cccc(Br)c2)cc1,-1.3,-0.2,0.7,-7.2

# Hits appear at their usual frequency (roughly 3.5% active in at least one column).
